# Assay outcomes as filed in PubChem BioAssay.
# Glioma ERSR ind: induces the endoplasmic reticulum stress response in human glioma cells. U87-MG GRP78 promoter luciferase reporter, 16 h. Potency, µM, for the others: top-dose activation, usual class: activators. actives 0.02% (n = 420,000); note: potency is the fitted concentration of half-maximal effect; series mostly up to about 76 µM; % of control where 0% means no effect; nearly all actives have a fitted effect of over 35% in size
#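 Stably transfected U87-MG human glioma cells carrying a GRP78-based luminescent sensor were seeded at 1000 cells/well, pin-dosed with compounds and incubated 16 h. Luciferase reagent was then added, and end-point luminescence was read after 10 min at room temperature.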
# Anesthetic bind: candidate novel general anesthetic via apoferritin binding; actives 0.074% (n = 350,000); P02791; AID 485281; apoferritin/1-aminoanthracene competitive binding, fluorescence; Potency, µM (series often up to 77.5 µM), inactives show top-dose activity change, negative = displacement, usual class: inhibitors; note: potency is the fitted concentration of half-maximal effect; % is set by controls: 0 for no effect and ±100 for the full control effect; nearly all actives have a fitted effect of over 20% in size
#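 Steps: apoferritin (10 uM) was premixed with half-saturated 1-AMA in PBS, compounds were pin-transferred, plates stood 10 min at room temperature, fluorescence was read at 380/535 nm, and curves were fitted with a Hill equation.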
# Pol beta inh: inhibitors of human DNA polymerase beta; Potency, µM (highest dose often 114 µM), without a hit: at the top dose activity change, negative = inhibition, most hits filed as inhibitors; P06746; actives 1.3% (n = 340,000); Pol beta primer extension/strand displacement, fluorescence kinetic; note: potency is the fitted concentration of half-maximal effect; % is set by controls: 0 for no effect and ±100 for the full control effect
#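 Values derive from four-parameter Hill fits of normalized kinetic data: reads at 0 and 10 min following addition of 50 nM substrate to 10 nM Pol beta preincubated 15 min with compound.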
# BLM inh: Bloom syndrome helicase (human) inhibition. P54132. recombinant BLM DNA unwinding, fluorescence dequenching. Potency, µM (top dose mostly 56.1 µM), inactives show at the top dose activity change, negative = inhibition, actives largely listed as inhibitors. actives 0.2% (n = 350,000). AID 2528;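 note: potency is the fitted concentration of half-maximal effect; plate controls were vehicle for no effect and no enzyme for full effect; nearly all actives have a fitted effect of over 35% in size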
# POLK inh: DNA polymerase kappa (human) inhibition; Q9UBT6; purified Pol kappa, fluorescent DNA synthesis assay, 10 min; Potency, µM (series often up to 107 µM), for the others: top-dose activity, negative = inhibition, usual class: inhibitors; actives 0.53% (n = 400,000); note: potency is the fitted concentration of half-maximal effect; % is set by controls: 0 for no effect and ±100 for the full control effect
#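 Here, compound and 10 nM enzyme are combined for 15 min at room temperature; adding 50 nM substrate (final) starts DNA synthesis, tracked by fluorescence at 0 and 10 min against buffer-only wells.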
# POLH inh: blocks human DNA polymerase eta activity; Q9Y253; recombinant Pol eta, fluorescent DNA replication assay; Potency, µM (series often up to 114 µM), for the others: at the top dose activity change, negative = inhibition, most hits filed as inhibitors; actives 1.2% (n = 390,000); AID 588591; note: potency is the fitted concentration of half-maximal effect; % is set by controls: 0 for no effect and ±100 for the full control effect
# Target sequence (Q9Y253 whole entry, looked up): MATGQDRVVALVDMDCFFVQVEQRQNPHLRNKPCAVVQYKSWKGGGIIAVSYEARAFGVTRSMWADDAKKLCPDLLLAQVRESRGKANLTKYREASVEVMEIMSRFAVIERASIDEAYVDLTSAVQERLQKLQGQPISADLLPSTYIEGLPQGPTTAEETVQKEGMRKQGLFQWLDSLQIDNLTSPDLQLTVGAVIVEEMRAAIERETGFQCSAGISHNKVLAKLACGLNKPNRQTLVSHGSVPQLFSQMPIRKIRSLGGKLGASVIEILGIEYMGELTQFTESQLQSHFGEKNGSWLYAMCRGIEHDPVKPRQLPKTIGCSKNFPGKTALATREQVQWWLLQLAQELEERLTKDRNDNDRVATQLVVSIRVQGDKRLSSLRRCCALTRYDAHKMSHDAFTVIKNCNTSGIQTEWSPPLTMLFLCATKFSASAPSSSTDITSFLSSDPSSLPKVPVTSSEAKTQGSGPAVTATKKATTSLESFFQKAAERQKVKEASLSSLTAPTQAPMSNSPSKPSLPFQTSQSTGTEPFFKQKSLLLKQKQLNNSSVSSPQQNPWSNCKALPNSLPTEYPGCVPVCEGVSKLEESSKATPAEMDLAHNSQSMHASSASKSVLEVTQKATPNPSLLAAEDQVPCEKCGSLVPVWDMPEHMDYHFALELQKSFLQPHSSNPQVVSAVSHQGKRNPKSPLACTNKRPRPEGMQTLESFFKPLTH
#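 Pol eta (10 nM) was preincubated with compounds for 15 min at room temperature, after which fluorescent replication substrate (50 nM final) was added to start the reaction. Fluorescence was read kinetically at 0 and 10 min.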
# LDHA block: LDHA (human) enzyme inhibition; P00338; purified LDHA, NADH/diaphorase-resazurin fluorescence; stronger effect = lower value; activity change, % (values are at about 110 or 230 µM); actives 0.15% (n = 480,000); AID 1347041; in the data active = activity change below about -30%; inconclusive = mostly about -25% to -30%;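 note: plate controls were DMSO wells for no effect and wells without enzyme for full effect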
#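 Human LDH5 (2 nM) was incubated with 0.06 mM NADH and 0.2 mM pyruvate for 5 min at room temperature in Tris pH 7.4. Remaining NADH was coupled through diaphorase/resazurin, and resorufin fluorescence was read at 0 and 20 min.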
# POLI inh: inhibitors of human DNA polymerase iota | Q9UNA4 | Pol iota fluorescent replication assay, 10 min | Potency, µM (series often up to 115 µM), for the others: at the highest dose activity, negative = inhibition, actives largely listed as inhibitors | actives 1% (n = 390,000) | AID 588590; note: potency is the fitted concentration of half-maximal effect
#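 Pol iota at 10 nM preincubated 15 min with compounds at room temperature; reaction started with fluorescent substrate, 50 nM final. Fluorescence read kinetically at 0 and 10 min; buffer-only wells as negative control.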
# APE1 inh: inhibitors of human APE1 endonuclease | recombinant APE1, TAMRA/BHQ-2 abasic DNA cleavage fluorescence | actives 0.35% (n = 350,000) | Potency, µM (doses to about 65.8 µM), for inactives: top-dose activity change, negative = inhibition, most hits filed as inhibitors | P27695 | AID 2517;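 note: potency is the fitted concentration of half-maximal effect; plate controls were vehicle for no effect and reference inhibitor for full effect; nearly all actives have a fitted effect of over 55% in size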
# Target sequence (P27695 whole entry, looked up): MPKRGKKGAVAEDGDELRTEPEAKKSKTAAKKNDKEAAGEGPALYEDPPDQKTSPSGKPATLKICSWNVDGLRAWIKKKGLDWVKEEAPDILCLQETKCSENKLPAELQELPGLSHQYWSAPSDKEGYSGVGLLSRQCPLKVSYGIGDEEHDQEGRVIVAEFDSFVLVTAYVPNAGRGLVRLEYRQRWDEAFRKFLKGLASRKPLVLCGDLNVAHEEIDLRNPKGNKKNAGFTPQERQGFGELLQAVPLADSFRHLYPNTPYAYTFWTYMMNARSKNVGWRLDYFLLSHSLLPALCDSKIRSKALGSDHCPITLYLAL
#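 Kinetic fluorescence read (525 ex/598 em nm, three reads 60 s apart) of AP-site incision; signal = third minus first read. Enzyme 0.75 nM, dual-labelled THF duplex 50 nM, compound preincubation 15 min RT.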
# An asterisk follows results filed as active; ? = inconclusive; nt = not tested or not shown; & = joins results of further samples; ! = repeats disagree; [ ] = dose if it differs, or a comment. Unless noted, calls come from the whole dose curve; as a rule, active = well fitted curve in the direction sought with a large enough effect; inconclusive = small, poorly fitted or top-dose-only effect, or another doubt; inactive = no such curve, though single readings can be large; an effect the other way counts as inactive or inconclusive.
SMILES,Glioma ERSR ind,Anesthetic bind,Pol beta inh,BLM inh,POLK inh,POLH inh,LDHA block,POLI inh,APE1 inh
CCS(=O)(=O)N1CCCC(C(=O)NCc2cccc(OC)c2)C1 (stereo unspecified),-3%,3%,-21%,3%,-3%,-21%,0,12%,6%
Cc1ccc(NC(=O)Nc2ccccc2)cc1[N+](=O)[O-],2%,2%,-17%,-6%,-3%,-24%,-3,23%,2%
O=C(Nc1ccc(Cl)c(Cl)c1)c1ccc2c(c1)OCO2,0%,-2%,6%,0%,-9%,-12%,-15,11%,-10%
Cc1ccc(CNc2oc(-c3ccco3)nc2C#N)cc1,?,6%,18%,-4%,-2%,-23%,-13&-5,32%[activator],11%
CC[C@@H]1C(c2cccc(Cl)c2)=NN(c2ccc(Br)cc2)[C@H]1C(=O)N1CCOC1=O,0%&-4%,434%[activator],nt,-10%[75.6 µM],?,-17%,2,-31%,12%&-6%
COC(=O)[C@@]1(Cc2ccc(F)cc2)[C@H]2c3cc(C(=O)N(C)C)n(CCN4CCOCC4)c3C[C@H]2CN1C(=O)c1ccccc1,nt,-9%,nt,4%,nt,nt,2,nt,-2%
CC1CCC(=C(C#N)c2nc(-c3cc4ccccc4oc3=O)cs2)CC1 (stereo unspecified),4%,-9%,-7%,-1%,-11%,-5%,-6,7%,-6%
CCOC(=O)c1cc(-c2ccc(F)cc2)n(CCC(=O)NC2CCCCC2)c1C,-2%,5%,13%,-1%,-11%[60.1 µM],-11%,-22,-1%,nt
NS(=O)(=O)c1ccc(CNc2ccc3ccccc3n2)cc1,1%,-5%,7%,-2%,3%,-6%,-7,32%[activator],30%[activator]
COc1ccc(C2c3c(ncn(CCN4CCOCC4)c3=N)Oc3ccc4ccccc4c32)cc1OC (stereo unspecified),-1%,-24%,68%,-6%,-9%&-4%,-8%,-5&-5,?,-4%
CCn1cc(/C=N\NC(=O)c2ccc(Cl)cc2)cn1,-2%,6%,26%,2%,-1%,-21%,-1,154%[activator],4%
C/C(=N\OCC(=O)Nc1nc2ccccc2s1)c1ccccc1,-5%,1%,39%,-9%,-5%,-11%,-8,-6%,-4%
O=C(c1ccc(Cl)nc1)N1CCN(S(=O)(=O)c2ccccc2)CC1,-1%,7%,34%,-1%,-2%,10%,-1,-9%,6%
C[C@H](Cc1ccc(O)c(O)c1)[C@@H](C)Cc1ccc(O)c(O)c1,-12%&0%,nt,0.79µM*,nt,1.7µM*,3.2µM*,11,1.8µM*!,?
Cc1cc(NC(=O)CSc2nc(Cc3ccccc3)c(C)[nH]2)no1,1%,0%,26%,0%,1%,-10%,-2,52%[activator],8%
COc1ccc(CCNCc2cc(C)n(-c3ccc(OC)cc3)c2C)cc1,-2%,4%,5%,6%,-10%,-21%,-10,20%,-3%
CCN1CCN(C(c2cccs2)C(C)NC(=O)c2ccco2)CC1 (stereo unspecified),-3%,-7%,0%,1%,-9%,-6%,-5,20%,1%
CNc1nc(C23CC4CC(CC(C4)C2)C3)cs1,-1%,?,-19%,-3%,2%,-16%,0,-18%,-2%
O=C(CNC(=O)c1ccco1)NCC(=O)OCc1cccc(C(=O)Oc2ccccc2)c1,2%,-10%,-20%,1%,6%,-12%,1,5%,-3%
Cc1cccn2c(=O)c(C=C(C#N)C#N)c(N3CCN(c4cccc(Cl)c4)CC3)nc12,-4%,-3%,2%,-2%,-24%,?,3,-16%,58%[activator]
CCc1ccc(NC(=O)Cn2nnc(C(=O)NCc3cccs3)c2N)cc1,-1%,-12%,-1%,-6%,-26%,-19%,-6,?,2%
COc1ccc2c(c1)c1c(c(=O)n(-c3cc(Cl)ccc3C)c(=O)n1Cc1ccc(F)cc1)n2C,-2%,48%,4%,-3%,-2%,-11%,-3,8%,nt
CCOC(=O)c1ccc(NC(=O)c2nc(SC)ncc2Cl)cc1,0%,4%,-4%,-18%,2%,0%,-3,30%,-20%
Cc1ccc(/C=[N+](\[O-])c2ccccc2C)o1,-5%,-14%,23%,-1%,-5%,1%,4,14%,29%
CCOc1ccc(S(=O)(=O)NCCC(=O)N2CCCCCCC2)cc1,-1%,nt,nt,nt,3%,-14%,-3,-1%,19%
Cc1cccc(C(=O)Nc2c(C(=O)N(C)C)cnn2-c2ccccc2)c1,-3%,-5%,-28%,0%,-3%,10%,-6,88%[activator],25%
COc1cc(C(=O)NCCC(=O)NC(C)C)cc(OC)c1OC,0%,-2%,-1%,-2%,-1%,-18%,-4,53%[activator],-2%
O=C(CSc1ccc2nnc(-c3ccccn3)n2n1)Nc1ccccc1F,-2%,-6%,-10%,-7%,-1%,-19%,0,48%[activator],46%[activator]
Cc1cccc(N2CCN(S(=O)(=O)c3ccc4c(c3)CCN4C(=O)CCC(=O)O)CC2C)c1 (stereo unspecified),-4%,-1%,-6%,-5%,-45%,-19%,-6,?,-4%
O=C(CSc1ccc(-c2ccc(-n3cccn3)cc2)nn1)Nc1ccc([N+](=O)[O-])cc1,5%,nt,nt,nt,-4%,-15%,-4,27%,-1%
CC(=O)c1ccc(S(=O)(=O)N(CCCO)Cc2cc3cc(C)ccc3[nH]c2=O)cc1,-1%,4%,40µM*,-4%,-26%,50µM*,-5,?,-11%
CC(C)Cc1nnc(NC(=O)CCC(=O)NC2CCCCCC2)s1,-4%,0%,18%,-1%,-8%,-16%,-3,14%,39%
Cn1ccc2cc(S(=O)(=O)N3CCCN(C(=O)Nc4ccc(Br)cc4)CC3)ccc21,-3%,-14%,51%[activator],-3%,-5%[60.1 µM],-12%,-16,7%,nt
CCN1C(=O)[C@H]2[C@H]3[C@H](O)[C@H](O)C/C(=N\OC[C@@H](C)[C@H](OCc4ccccc4)C(C)C)[C@@H]3CC[C@H]2C1=O,nt,?,-11%,-11%,nt,nt,nt,nt,6%
CC1CCCC(C)N1C(=O)c1cc2ncc(CCCl)cn2n1 (stereo unspecified),0%,6%,25%,5%,-1%,-17%,-9,25%,3%
CC(=O)N1CCCc2cc(S(=O)(=O)N3CCC(N(C)C(C)C)CC3)ccc21,-2%,-1%,0%,1%,-5%[60.1 µM],-13%,6,2%,nt
COC(=O)C1=C(O)CSC1=Nc1ccccc1,-2%,-11%,9%,-1%,3%,-7%,0,-19%,5%
CCOc1ccc(NC(=O)CN(C)S(=O)(=O)c2cnc[nH]2)cc1,-5%&-1%,-1%&3%,4%&18%,3%&-1%,-3%&-3%,-22%&-2%,-4&-4,4%&-8%,-3%
CC1(C)CC(=O)C=C(c2cccc(CO)c2)C1,2%,nt,nt,nt,-1%,-13%,-3,-10%,19%
Cc1ccc(CNC(=O)c2cc3sc(Cl)cc3n2C)cc1,nt,1%,-2%,-4%,-1%,nt,-2,16%,nt

# Full records, quoted from the list. Order of values: Glioma ERSR ind, Anesthetic bind, Pol beta inh, BLM inh, POLK inh, POLH inh, LDHA block, POLI inh, APE1 inh
# COC(=O)C1=C(O)CSC1=Nc1ccccc1 as listed: -2%, -11%, 9%, -1%, 3%, -7%, 0, -19%, 5%
# CC1(C)CC(=O)C=C(c2cccc(CO)c2)C1 as listed: 2%, nt, nt, nt, -1%, -13%, -3, -10%, 19%

# Next results.
SMILES,Glioma ERSR ind,Anesthetic bind,Pol beta inh,BLM inh,POLK inh,POLH inh,LDHA block,POLI inh,APE1 inh
Cn1ncc([N+](=O)[O-])c1C(=O)Nc1ccccc1,-5%,-9%,0%,0%,-3%,-15%,-3,31%[activator],60%[activator]
O=C(COC(=O)c1cccc(Cl)c1)NC(=O)NCc1ccccc1,-3%,nt,nt,nt,-19%,-6%,-4,39%[activator],26%
CCOc1ccc(NC(=O)c2ccc(NC(=O)CN3C(=O)C(=O)N(CC(C)C)C3=O)cc2)cc1,-7%,nt,nt,nt,2%,-4%,-6,21%,24%
CN1C=CC2=C(C#N)C(N)C(C#N)(C#N)C(c3ccccc3)C2C1 (stereo unspecified),-5%,58%[activator],-1%,-1%,-7%,1%,14,14%,-1%
Cc1noc(NS(=O)(=O)c2ccc(NC(=O)COc3ccccc3Br)cc2)c1C,-2%,-3%,2%,-10%,1%,-16%,-8,21%,nt
O=C(NC(=S)NCc1ccco1)c1ccc(Br)cc1,-4%,?,71%,-6%,2%,0%,-9,98%[activator],2%
Cc1cccc(N(C)C(=O)CS(=O)(=O)c2cccc3nsnc23)c1,-2%,2%,3%,-1%,-8%[60.1 µM],-13%,-3,10%,nt
CCOC(=O)Cn1c(=O)n(CC2CCCO2)c2nc(-c3ccc(OCC)cc3)nc(C(N)=O)c21 (stereo unspecified),-5%,-2%,-1%,0%,-1%[60.1 µM],-12%,5,-5%,nt
COc1cccc(C(=O)Nc2nnc(SCC(=O)Nc3ccc(NC(C)=O)cc3)s2)c1,-6%,?,40%,0%,-2%,-10%,0,-10%,-12%

# Grouped by structure, the entries above containing an aryl methoxy group.
SMILES,Glioma ERSR ind,Anesthetic bind,Pol beta inh,BLM inh,POLK inh,POLH inh,LDHA block,POLI inh,APE1 inh
CCS(=O)(=O)N1CCCC(C(=O)NCc2cccc(OC)c2)C1 (stereo unspecified),-3%,3%,-21%,3%,-3%,-21%,0,12%,6%
COc1ccc(C2c3c(ncn(CCN4CCOCC4)c3=N)Oc3ccc4ccccc4c32)cc1OC (stereo unspecified),-1%,-24%,68%,-6%,-9%&-4%,-8%,-5&-5,?,-4%
COc1ccc(CCNCc2cc(C)n(-c3ccc(OC)cc3)c2C)cc1,-2%,4%,5%,6%,-10%,-21%,-10,20%,-3%
COc1ccc2c(c1)c1c(c(=O)n(-c3cc(Cl)ccc3C)c(=O)n1Cc1ccc(F)cc1)n2C,-2%,48%,4%,-3%,-2%,-11%,-3,8%,nt
COc1cc(C(=O)NCCC(=O)NC(C)C)cc(OC)c1OC,0%,-2%,-1%,-2%,-1%,-18%,-4,53%[activator],-2%
COc1cccc(C(=O)Nc2nnc(SCC(=O)Nc3ccc(NC(C)=O)cc3)s2)c1,-6%,?,40%,0%,-2%,-10%,0,-10%,-12%

# These rows are one share of the data, so the mix of outcomes need not match the whole.
